ST2 inh: inhibitors of human ST2 (IL1RL1) binding to IL-33, primary screen, biochemical, AlphaLISA; Interleukin-1 receptor-like 1 (Homo sapiens), Q01638; AlphaLISA ST2-Fc/biotin-IL-33 interaction, 1 h; inhibition, % for hits at 17 µM; 78,000 tested, 2.3% active; AID 1259354, 2018; in the data active = inhibition above about 30%; inconclusive = mostly about 10% to 28%
Target sequence (Q01638 whole entry, looked up): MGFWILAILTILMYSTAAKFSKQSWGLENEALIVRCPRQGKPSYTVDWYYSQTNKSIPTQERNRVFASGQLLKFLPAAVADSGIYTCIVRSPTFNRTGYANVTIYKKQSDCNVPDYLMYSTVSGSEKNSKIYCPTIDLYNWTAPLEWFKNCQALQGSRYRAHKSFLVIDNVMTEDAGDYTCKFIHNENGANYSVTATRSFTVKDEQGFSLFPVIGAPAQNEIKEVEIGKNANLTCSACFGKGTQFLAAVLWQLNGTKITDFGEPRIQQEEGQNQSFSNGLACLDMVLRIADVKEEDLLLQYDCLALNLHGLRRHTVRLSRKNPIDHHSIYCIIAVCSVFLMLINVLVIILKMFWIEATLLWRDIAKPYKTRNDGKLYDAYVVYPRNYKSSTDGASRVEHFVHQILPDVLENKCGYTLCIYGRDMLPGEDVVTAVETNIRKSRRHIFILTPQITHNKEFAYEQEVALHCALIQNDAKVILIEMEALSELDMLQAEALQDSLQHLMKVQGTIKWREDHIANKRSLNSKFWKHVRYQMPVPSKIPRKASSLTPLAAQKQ
An asterisk follows results filed as active; i = inactive; ? = inconclusive.

Molecule	ST2 inh
COc1ccc(CN(C)c2cc(C3CCCNC3)nc(C)n2)cc1 (stereo not given)	i
CN[C@@H](C)C(=O)N1CC[C@H](NC(=O)c2ccncc2)C[C@H]1C(=O)N[C@@H](Cc1ccc(OC)cc1)C(N)=O	?
c1cn(-c2ccc(C3NCCc4[nH]cnc43)cc2)cn1 (stereo not given)	?
O=[N+]([O-])c1ccc(O)c(CN2CCN(C/C=C/c3ccccc3)CC2)c1	?
Cc1cc(C)c(S(=O)(=O)N(C)c2ccccc2)c(C)c1	i
O=C(O)c1ccc(C2CCN(C(=O)CC3CCS(=O)(=O)CC3)C2)cc1 (stereo not given)	i
Cc1ccc(NC(=O)c2cc3cc(Br)cc(Br)c3oc2=N)cc1	i
CC(C)(C)CC(C)(C)c1ccc(OCC(=O)Nc2ncn[nH]2)cc1	i
O=C(CCc1nc(-c2ccccc2F)no1)N1CCN(c2ccccc2F)CC1	i
NC(=O)c1c(NC(=O)c2cc(-c3cccc(Cl)c3)on2)sc2c1CCCC2	i
COc1ccc(S(=O)(=O)NCc2nc3cccnc3n2Cc2ccccc2)cc1	?
N#Cc1ccccc1COc1ccc(/C=C2\SC(N)=NC2=O)cc1	i
CCc1nc2nc(C)[nH]n2c(=O)c1NC(=O)Nc1cccc(F)c1	?
CCn1ncc(C(=O)NC(C)CCc2ccco2)c1C (stereo not given)	?
CCOC(=O)C1CCN(S(=O)(=O)c2cc(Br)cc3c2N(C(=O)CC)CC3)CC1	i
CC(=O)N1c2c(cc(Br)cc2S(=O)(=O)N2CCc3ccccc3C2)CC1C (stereo not given)	i
CC(=O)Nc1ccc(-c2ccc(C(C)N3CCCCC3)cc2)cn1 (stereo not given)	?
Cc1cccc(C)c1Nc1c(-c2ccccc2)nc2cnccn12	i
CCS(=O)(=O)C(=C1Nc2ccccc2N1)S(=O)(=O)CC	?
COc1ccccc1C1C2=C(CCCC2=O)Nc2nc(SCc3ccccc3F)nn21 (stereo not given)	i
CCC1=C(c2ccc(OC)cc2)S(=O)(=O)N(CC(=O)NCc2ccc(CC)cc2)C1=O	i
C=CCOC(=O)C1=C(C)OC(N)=C(C#N)C1c1cccs1 (stereo not given)	i
CCc1nc2sc3c(N4CCOCC4)ncnc3c2c2c1CCCC2	i
CCc1nn(-c2ccccc2)c(NC(=O)c2ccc(C)[nH]c2=O)c1C	i
Cc1nn(-c2ccccn2)c2c1C(=O)/C(=C\Nc1ccccc1C(=O)O)CC2	?
CCOc1ccc2nc(Cl)c(C3CC(c4ccc(C)cc4)=NN3C(=O)CCCC(=O)O)cc2c1 (stereo not given)	i
CCCS(=O)(=O)N1CCCC(C(=O)N2CCOCC2)C1 (stereo not given)	i
O=C(NC1CCCCC1)N1Cc2[nH]cnc2C[C@H]1c1nc(-c2ccncc2)no1	?
CC1=C(C(=O)Nc2ccc(C)cn2)C(c2ccccc2C(F)(F)F)C2=C(CC(C)(C)CC2=O)N1 (stereo not given)	i
Cc1ccc(OCc2cc(=O)n3oc(C)cc3n2)c(NC(=O)c2ccccc2C)c1	i
CCOc1ccc(N(CC)S(=O)(=O)c2cccc3nsnc23)cc1	i
CN1C(=O)CC(CC(=O)N2CCCC2c2ccc(F)cc2)(c2ccc(-c3ccccc3)cc2)C1=O (stereo not given)	?
CC(C)[C@H]1NC(=O)[C@@H]2[C@@H](NC(=O)NC3CCCCC3)CCN2C1=O	43.0%*
CC12CC(NC(=O)N1c1ccc(Br)cc1)c1cc(Br)ccc1O2 (stereo not given)	i
Cc1oc2ccc(OC(=O)c3ccco3)cc2c1C(=O)OC(C)C	i
Cc1c(N=Cc2ccc(N(C)C)c([N+](=O)[O-])c2)c(=O)n(-c2ccccc2)n1C	i
O=C(O)Cn1c(=O)[nH]c2ccsc2c1=O	i
NC(=O)c1cccnc1N1CCOC(CCCc2ccccc2)C1 (stereo not given)	i
CC(C)CCN1CC(C(=O)NC(C)C)CC1=O (stereo not given)	i
CCCS(=O)(=O)N1CCCC(C(=O)NCc2ccco2)C1 (stereo not given)	i
C=CCSC1=C(C#N)C(c2ccc(C)cc2)CC(=O)N1 (stereo not given)	i
COC(=O)c1nnn(CC(=O)Nc2ccc(Oc3ccccc3)cc2)c1N	i
COC(=O)C1C(=O)C2=C(CC1C)NC(C)=C(C(=O)OCCOC(C)C)C2c1ccc(OC)cc1 (stereo not given)	i
Cc1cccc(NC(=O)C(C)SCc2ccccc2)c1C (stereo not given)	i
Cn1c(SCC(=O)Nc2ccc(Br)cc2)nnc1-c1ccc(N)cc1	i
O=S(=O)(Nc1ccc(F)cc1)c1ccccc1	i
COc1cc(Cl)c(C)cc1NC(=O)c1ccc(Cl)cc1	i
Cc1c(Cl)cccc1S(=O)(=O)N1[C@H]2CCNC[C@@H]1CC2	i
COc1cc(C2C(C#N)=C(N)OC3=C2C(=O)CC(c2ccccc2)C3)cc(OC)c1OC (stereo not given)	i
O=C(Nc1cccc(C(=O)Nc2ccc(S(=O)(=O)O)c3cc(S(=O)(=O)O)cc(S(=O)(=O)O)c23)c1)Nc1cccc(C(=O)Nc2ccc(S(=O)(=O)O)c3cc(S(=O)(=O)O)cc(S(=O)(=O)O)c23)c1	i
CCC(=O)N1CCc2cc(Br)cc(S(=O)(=O)Nc3ccc(C)c(F)c3)c21	i
Cc1ccc(-n2ccn3c(CCC(=O)NCCc4ccc(S(N)(=O)=O)cc4)nnc3c2=O)cc1C	i
Cc1sc2ncnc(SCC(=O)O)c2c1C	?
COc1ccc2nc3oc(C(=O)N4CCN(c5ccccc5F)CC4)cc3cc2c1	i
CCCSc1nnc2c(n1)OC(c1ccc3c(c1)OCO3)N(C(C)=O)c1ccccc1-2 (stereo not given)	i
CCOC(=O)c1ccc(NC(=O)C2CC(=O)NC(=Nc3ccc(OC)cc3)S2)cc1 (stereo not given)	?
CN(C)N1C(=O)c2ccccc2C1=O	i
CCN(CC)CCNC(=O)c1cn(C)c(=O)c2c1c1ccccc1n2C	i
O=C1C=C(Nc2ccc(Cl)cc2)C(=O)N1c1ccccc1	i
CC(=O)Nc1ccc(C2C(C#N)=C(N)Oc3cc(N(C)C)ccc32)cc1 (stereo not given)	i

(continued)
Molecule	ST2 inh
COc1ccc(C2=CC(c3ccccc3)n3ncnc3N2)cc1 (stereo not given)	i
Cc1cc(C)c(C)c(OCC(=O)Nc2ncn[nH]2)c1	i
CN1CCN2CCN(C(=O)c3ccc(C#CC(C)(C)O)o3)CC2C1 (stereo not given)	i
O=C(c1ccccn1)C1CCCN(C(=O)Cn2nnnc2CN2CCCC2)C1 (stereo not given)	i
Nc1ncnc(SC2=NCCS2)c1[N+](=O)[O-]	i
COc1ccccc1Oc1c(F)c(F)nc(N2CCOCC2)c1F	?
CC(C)Cn1cc(C(=O)N2CCCC2)c2c3ccccc3n(C)c2c1=O	?
COc1cccc(OCC(O)Cn2ccnc2-c2nccn2C)c1 (stereo not given)	?
O=C1c2ccccc2C(=O)N1c1ncn[nH]1	i
C=C(C)COc1ccccc1C(=O)NCc1noc(-c2cccs2)n1	i
CC1(C)CC(NC(=O)c2ccccc2Cl)CC(C)(C)N1	i
O=C(c1ccco1)N1CCN(C(=O)C(Cc2ccccc2)NS(=O)(=O)c2cccs2)CC1 (stereo not given)	?
CC(C)Cc1cc(C(=O)Nc2sc3c(c2C#N)CCC3)no1	i
CCSc1nnc2c(n1)OC(c1ccccn1)Nc1ccc(Br)cc1-2 (stereo not given)	i
FC(F)(F)c1cc(-c2ccco2)nc(NCCc2ccccc2)n1	i
O=C(CCCOc1ccccc1)n1cnc2ccccc21	?
COC(=O)c1cccc(NC(=S)N[C@H]2CO[C@H]3[C@@H]2OC[C@@H]3Nc2nccc(C(C)(C)C)n2)c1	i
O=C(CSc1c[nH]c2ccccc12)N1CCOCC1	i
CCCc1nc2nc[nH]n2c(=O)c1NC(=O)Nc1cc(Cl)ccc1C	i
COc1ccc(C(=O)Cc2ccc(F)cc2)c(OC)c1	i
COc1cccc(Nc2nc(-c3nnc(-c4ccc(C)cc4)o3)nc3ccccc23)c1	?
COc1ccc(CCc2nc3cccnc3n2C2CCN(C(=O)C3CCCCCN3C)CC2)cc1 (stereo not given)	i
O=C(O)CCC(=O)N1CCCC1C(=O)O (stereo not given)	i
CC(=O)N(CCCN(C)C)Cc1ccccn1	i
CCc1ccc(/C=C2\SC(N3CCCC3)=NC2=O)cc1	i
Cn1nc([N+](=O)[O-])nc1Oc1cccc2cccnc12	?
COc1cc(C)ccc1CN1CCC2(CC1)CCN(C(=O)C(C)C)CC2	?
CC(C)C1CN(C(=O)CCc2ccc(=O)[nH]n2)CCCN1CC1CC1 (stereo not given)	?
Cc1cccc(OCc2nc(C#N)c(NCc3ccc(F)cc3)o2)c1	?
CC(=O)N1N=C(c2ccc(C)cc2)CC1c1ccccc1Cl (stereo not given)	?
Cc1ccc(C2(c3noc(Cn4cc(CCO)cn4)n3)CCCC2)cc1	?
Cc1cccc(C)c1NC(=O)Nc1ccc(Cl)cc1	?
CCN(CCc1nc2ccc(C)cc2[nH]1)C(=O)c1cccc(-n2cnnc2)c1	i
Nc1ccc(-c2c3ccccc3nc3cc(N)ccc23)cc1	61.0%*
Cc1ccc(-c2n[nH]c(=O)c3ccccc23)cc1S(=O)(=O)N1CCCCC1	i
O=c1cc(O)nc(SCc2c(F)c(F)c(F)c(F)c2F)[nH]1	i

SMILES: CCOc1ccc2sc(N3C(=O)c4ccc(OC)c(OC)c4C3=O)nc2c1
  ST2 inh = i
SMILES: CCOC(=O)c1oc2ccccc2c1NC(=O)c1cccs1
  ST2 inh = i
SMILES: COc1cc2c(cc1OC)CN(Cc1cccc(Cl)c1Cl)CC2
  ST2 inh = i
SMILES: O=C(NCc1nccs1)c1nn(CC2CC2)c2c1CN(C(=O)CC1=CCCCC1)CC2
  ST2 inh = ?
SMILES: COc1ccc(N2C(N)=C(C#N)C(c3ccsc3)C3=C2CCCC3=O)c(OC)c1 (stereo not given)
  ST2 inh = ?
SMILES: COCCNC(=O)NCCc1nc2cccnc2n1C1CCCCC1
  ST2 inh = i
SMILES: CCN1CCN(C(=O)c2oc3ccc(S(=O)(=O)N4CCCCCC4)cc3c2C)CC1
  ST2 inh = i
SMILES: O=C(O)c1[nH]c2ccccc2c1CC(=O)N1CCN(C(=O)c2ccco2)CC1
  ST2 inh = i
SMILES: CC1=C(C(=O)N2CCCCC2)C(c2ccc(F)cc2)n2c(nc3ccccc32)N1 (stereo not given)
  ST2 inh = i
SMILES: O=C1OC(Nc2ccccc2Cl)c2ccccc21 (stereo not given)
  ST2 inh = i
SMILES: CC(C)C1CN(C(=O)c2cnc3ccccn23)CCCN1CC1CC1 (stereo not given)
  ST2 inh = ?
SMILES: N/C(=N/OC(=O)c1cccc(Br)c1)c1ccccn1
  ST2 inh = i
SMILES: CCOC(=O)C1C(=O)CC(C)(O)C(C(=O)OCC)C1c1ccc(C(C)C)cc1 (stereo not given)
  ST2 inh = i
SMILES: COc1ccc(C=Nc2ccc3oc(-c4ccncc4)nc3c2)cc1Cl
  ST2 inh = 33.0%*
SMILES: CC(=O)Nc1nsc(Nc2ccc(Cl)c(Cl)c2)n1
  ST2 inh = i
SMILES: COc1ccc(Br)cc1CNC(=O)C1CCC(=O)N1C(C)C (stereo not given)
  ST2 inh = i
SMILES: CCCCCCCCCC[Si](C)(C)CCC(=O)NC(Cc1ccc(C)cc1)c1ccccc1 (stereo not given)
  ST2 inh = i
SMILES: Cc1cccc2c(=O)c(C(=O)N3CCOC(C(F)(F)F)C3)c[nH]c12 (stereo not given)
  ST2 inh = i
SMILES: CCOc1ccc(C2C(C(=O)OC(C)C)=C(C)N=C3SCCC(=O)N32)cc1OCC (stereo not given)
  ST2 inh = i
SMILES: O=C(NC1CCCS1(=O)=O)c1ccc(Br)o1 (stereo not given)
  ST2 inh = ?
SMILES: COc1cc(NC(=O)c2ccc([N+](=O)[O-])cc2)cc(OC)c1
  ST2 inh = i
SMILES: Cc1nnc(SCC(=O)Nc2c(C)cnn2Cc2ccccc2Cl)s1
  ST2 inh = ?
SMILES: CC1=C(C(=O)Nc2cccnc2)C(c2cccc(F)c2)n2nc(SCc3ccccc3)nc2N1 (stereo not given)
  ST2 inh = ?
SMILES: Cc1ccccc1CN1CCN(CC(=O)Nc2cccc(C)c2C)S1(=O)=O
  ST2 inh = i
SMILES: NC(=O)CSc1nc2ccccc2nc1SCC(N)=O
  ST2 inh = i

Of the compounds above, 5 have a nitro group on carbon.
SMILES: O=[N+]([O-])c1ccc(O)c(CN2CCN(C/C=C/c3ccccc3)CC2)c1
  ST2 inh = ?
SMILES: Cc1c(N=Cc2ccc(N(C)C)c([N+](=O)[O-])c2)c(=O)n(-c2ccccc2)n1C
  ST2 inh = i
SMILES: Nc1ncnc(SC2=NCCS2)c1[N+](=O)[O-]
  ST2 inh = i
SMILES: Cn1nc([N+](=O)[O-])nc1Oc1cccc2cccnc12
  ST2 inh = ?
SMILES: COc1cc(NC(=O)c2ccc([N+](=O)[O-])cc2)cc(OC)c1
  ST2 inh = i

Back to the main list, repeating the six entries before the break.
SMILES: O=C(NC1CCCS1(=O)=O)c1ccc(Br)o1 (stereo not given)
  ST2 inh = ?
SMILES: COc1cc(NC(=O)c2ccc([N+](=O)[O-])cc2)cc(OC)c1
  ST2 inh = i
SMILES: Cc1nnc(SCC(=O)Nc2c(C)cnn2Cc2ccccc2Cl)s1
  ST2 inh = ?
SMILES: CC1=C(C(=O)Nc2cccnc2)C(c2cccc(F)c2)n2nc(SCc3ccccc3)nc2N1 (stereo not given)
  ST2 inh = ?
SMILES: Cc1ccccc1CN1CCN(CC(=O)Nc2cccc(C)c2C)S1(=O)=O
  ST2 inh = i
SMILES: NC(=O)CSc1nc2ccccc2nc1SCC(N)=O
  ST2 inh = i
SMILES: COC(=O)CN(C)C(=O)C1CCC(=O)N(C2CCCC2)C1 (stereo not given)
  ST2 inh = i
SMILES: O=C1NCCN(CC2CCCCC2)C1CC(=O)N(Cc1nccs1)C1CC1 (stereo not given)
  ST2 inh = i
SMILES: Clc1ccccc1C1NCCc2c1[nH]c1ccccc21 (stereo not given)
  ST2 inh = ?
SMILES: N#Cc1c(NC(=O)c2noc3c2CCCCC3)sc2c1CCC2
  ST2 inh = ?
SMILES: O=C1CC2(CCN(S(=O)(=O)c3ccc(-n4cccn4)cc3)CC2)CN1
  ST2 inh = i
SMILES: Cc1ccc(OCCCSc2nc3ccccc3[nH]2)cc1
  ST2 inh = i
SMILES: C[C@H]1[C@H](C(=O)O)C[C@H](C(=O)O)C1(C)C
  ST2 inh = i

Assay outcomes deposited in PubChem by IUPUI and University of Michigan.

A portion of the library; rates above refer to the full screens.
